High-throughput results deposited in PubChem BioAssay by several laboratories.
aDG glyco act: increases alpha dystroglycan glycosylation | Pro5-aDG cells, alpha-DG glycosylation AlphaScreen (IIH6); 0% Pro5, 100% B10-LARGE cell signal | activation, % at 10 µM | 360,000 tested, 0.22% active;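 active = activation of at least 8% versus controls, or a plate z-score of at least 8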;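 note: Pro5 are CHO cells carrying HIG-tagged alpha-DG that lacks glycosylation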
m5-HT2A agonist: agonists of mouse serotonin 5-HT2A receptor (HTR2A); P35363; CHO-K1 mHTR2A beta-arrestin complementation, luminescence; percent of 30 µM serotonin response; activation, % at 7.6 µM; 360,000 tested, 0.66% active;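 active = activation above a run cutoff, the mean activation of all tested compounds plus 3 SD, cut at about 14% in these data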;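 note: 0% = plate median of compound wells and 100% = 30 µM serotonin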
Target sequence (P35363 whole entry, looked up): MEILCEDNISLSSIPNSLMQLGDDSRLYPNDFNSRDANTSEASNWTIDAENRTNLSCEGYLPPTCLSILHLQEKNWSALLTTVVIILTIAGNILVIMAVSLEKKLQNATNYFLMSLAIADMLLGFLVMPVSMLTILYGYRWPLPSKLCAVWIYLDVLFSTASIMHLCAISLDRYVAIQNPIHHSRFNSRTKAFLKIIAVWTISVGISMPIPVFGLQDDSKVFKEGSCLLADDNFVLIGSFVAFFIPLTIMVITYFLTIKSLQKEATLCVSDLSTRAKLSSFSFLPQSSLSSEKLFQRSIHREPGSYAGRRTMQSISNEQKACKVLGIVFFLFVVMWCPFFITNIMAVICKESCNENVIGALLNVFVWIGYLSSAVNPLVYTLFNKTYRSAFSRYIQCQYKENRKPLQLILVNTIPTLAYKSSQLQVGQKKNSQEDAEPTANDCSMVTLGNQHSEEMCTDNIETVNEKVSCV
Vif inh: HIV Vif inhibition. HEK293T cells, Vif self-association by quenched fluorescence, imaging, 24 h. inhibition, % at 7.49 µM. 340,000 tested, 0.35% active; in the data active = inhibition above about 50%, passing the limit was not always enough; inconclusive = no clear call, values can overlap the other calls; inactive = below about 31%; note: some results filed as inactive read as strong as hits
CaV13 ICDI inh: Disruptors of the CACNA1D IQ motif to Ca2+-dependent inactivation inhibitor domain association, primary screening, Förster resonance energy transfer in intact living … | HEK cells, CFP/YFP FRET ICDI-IQ, plate reader, 10 min; percent FRET-ratio fall versus neutral wells | inhibition, % at 12.3 µM | 340,000 tested, 0.098% active;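 active = mean replicate inhibition of at least 30% and at least 1% of replicates passing that level; inconclusive = only one of the two criteria is met; inactive = neither criterion is met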;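 note: 0% = median of the neutral control wells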
PDI inh: blocks human protein disulfide isomerase activity; P07237; PDI insulin aggregation turbidity, A650, 90 min; inhibition, % at 10 µM; 350,000 tested, 0.052% active; AID 588391;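 active = mean inhibition across replicates of 30% or more, whatever share of single replicates reach that level; inconclusive = mean inhibition below 30% while every single replicate reaches 30%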;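 note: absorbance from insulin aggregation driven by PDI reduction with DTT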
Target sequence (P07237 whole entry, looked up): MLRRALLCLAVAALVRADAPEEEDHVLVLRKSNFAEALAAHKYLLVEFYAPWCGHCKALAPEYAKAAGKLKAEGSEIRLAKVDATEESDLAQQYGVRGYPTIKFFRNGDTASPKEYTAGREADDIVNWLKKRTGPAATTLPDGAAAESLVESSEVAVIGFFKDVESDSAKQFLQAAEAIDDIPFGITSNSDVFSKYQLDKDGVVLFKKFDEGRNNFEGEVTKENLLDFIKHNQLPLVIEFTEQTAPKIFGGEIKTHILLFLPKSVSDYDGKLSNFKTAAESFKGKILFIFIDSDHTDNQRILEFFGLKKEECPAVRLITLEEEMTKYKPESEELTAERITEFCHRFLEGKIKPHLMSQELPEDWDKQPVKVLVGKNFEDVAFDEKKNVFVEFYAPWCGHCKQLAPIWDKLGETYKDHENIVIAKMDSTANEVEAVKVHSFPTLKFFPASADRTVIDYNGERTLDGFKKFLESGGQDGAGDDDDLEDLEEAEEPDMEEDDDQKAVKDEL
H9c2 protect: myocardial damage modulation in H9c2 cells; H9c2 cardiomyocytes, H2O2 injury protection, ATPLite, 2 h; protection from H2O2 cell death, % at 20 µM; 360,000 tested, 0.63% active;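 active = compounds giving at least 50% protection of heart cells from peroxide-induced death in the single-dose screen, raw or plate-pattern-corrected value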;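 note: 0% = DMSO wells with peroxide and 100% = DMSO wells without peroxide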
Granule exo inh: lytic granule exocytosis inhibition; TALL-104 LAMP-1 surface exposure, flow cytometry; cells stimulated with thapsigargin and PMA; inhibition, % at 10 µM; 360,000 tested, 0.66% active;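 active = inhibition above about 55%, limit read from the data; inconclusive = no clear call, values can overlap the other calls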
ABCB6 inh MLPCN: inhibitors of human ABC transporter ABCB6; 360,000 tested, 0.19% active; K562-ABCB6 porphyrin accumulation, flow cytometry, 1 h; hits give low values; Q9NP58; fluorescence ratio to DMSO, % at 10 µM; AID 602162;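 active = fluorescence ratio to DMSO below 75%, the collection mean minus 3 SD; inconclusive = too few cells collected in the well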;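 note: signal is porphyrin accumulated inside mitochondria; 100% equals median channel fluorescence of DMSO control wells; lower ratio means ABCB6 inhibition with less porphyrin fluorescence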
Glyco luc inh: blocks N-linked glycosylation in D54 reporter cells; D54 ERlucT glycosylation luciferase reporter, 24 h; percent of 100 nM tunicamycin response; reporter increase, % at 12.5 µM; 360,000 tested, 0.23% active; AID 588692;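 active = mean luciferase reporter signal, scaled so untreated is 0 and the glycosylation-blocking control 100, at or above a set limit in every replicate; inconclusive = mean reaches the limit but not every replicate does; inactive = mean below the limit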;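 note: luciferase carries N-glycosylation sites so blocking glycosylation raises the light; 0% = median of neutral control wells and 100% = median of 100 nM tunicamycin wells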
hiPSC survival: hiPSC single-cell survival enhancement; ATPlite luminescence; 100% = ROCK inhibitor wells, 0% = DMSO; survival enhancement, % at 20 µM; 360,000 tested, 0.044% active; in the data active = survival enhancement above about 18%;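 note: cells exposed to compounds for 16 hours before the ATP read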
The depositor's hits bear a star; ? = inconclusive; . = no result given; + = active, no number.

Sequence of screens – aDG glyco act	m5-HT2A agonist	Vif inh	CaV13 ICDI inh	PDI inh	H9c2 protect	Granule exo inh	ABCB6 inh MLPCN	Glyco luc inh	hiPSC survival
Cn1cnc(S(=O)(=O)Nc2ccc(OC(F)(F)F)cc2)c1
 : 0.5	5	0	+	-2	-5	0	95	1	1.1
CCOC(=O)c1cc(C#N)c(N2CCN(C(=O)c3ccccc3)CC2)nc1C(F)(F)F
 : 0.5	8	13	-5	-11	-2	-5	99	-1	-0.3
CC(=O)N1CCN(C(=O)c2ccc3c(c2)OCCO3)CC1
 : 2.8	4	5	-6	-5	3	-2	97	-1	-0.1
O=C(NCc1cccnc1)/C(=N\O)c1ccccc1
 : -0.2	3	.	.	-23	15	1	87	0	-2.6
O=[N+]([O-])c1ccc(/C=N/NC(=S)Nc2ccccc2)o1
 : -0.1	-3	14	-7	17	5	8	92	3	-0.6
CCOc1ccc(S(=O)(=O)N2CCOCC2)cc1NC(=O)CSCC(=O)Nc1cccc(C)c1
 : -0.5	4	-5	.	2	4	-1	87	3	1.0
O=C(Nc1ccc(-c2cn3ccsc3n2)cc1)c1ccc(F)c(S(=O)(=O)N2CCOCC2)c1
 : -0.2	-1	-8	-3	-2	43	3	88	-5	-0.7
CC(C)C(C(=O)Nc1ccc2c(c1)OCO2)N1C(=O)c2ccccc2C1=O (centres undefined)
 : -0.2	2	-5	-4	0	1	-1	93	1	-1.2
CCn1cc(CCC(=O)NCCc2ccccc2)c2ccccc21
 : 0.1	-2	-8	-5	-5	2	16	98	-2	-0.6
Cc1ccc(S(=O)(=O)N(C)CC(=O)OCC(=O)NC(c2ccccc2)c2ccccc2)cc1
 : 0.1	0	-1	-5	-1	0	2	99	0	3.4
COc1ccccc1C(=O)Nc1ccc(S(=O)(=O)N2CCC(C)CC2)cc1
 : 0.3	-2	-6	-5	15	-13	6	92	-3	-0.5
Cc1ccc(C)c(-n2c(-c3ccco3)n[nH]c2=S)c1
 : 0.2	1	-4	-5	-4	1	1	95	2	-0.3
Cc1ccnc(NC(=O)c2cccc(NC(=O)c3ccc(Cl)cc3)c2)c1
 : -0.2	-5	-1	-3	-6	12	?	99	0	-0.3
CC(C)NC(=O)N(C)C[C@H]1Oc2ccc(NS(=O)(=O)c3cccs3)cc2C(=O)N([C@H](C)CO)C[C@@H]1C
 : 0.0	-2	6	-2	-5	-1	-3	102	3	4.5
COc1ccc(-n2ncc(C(C)NS(=O)(=O)c3cccs3)c2C)cc1 (centres undefined)
 : 0.2	-4	-4	-4	6	-4	-4	95	-1	-0.3
CC(=O)Nc1ccc(NC(=O)c2c(C)nn(Cc3ccccc3)c2Cl)cc1
 : 0.0	3	-10	-2	1	-3	18	90	1	1.4
COC(=O)c1cc(C(=O)OCC(=O)c2ccc[nH]2)cc([N+](=O)[O-])c1
 : -0.1	-3	15	-6	5	-4	-3	100	0	1.2
OC(CN1CCN(Cc2ccccc2)CC1)Cn1c2ccccc2c2ccccc21 (centres undefined)
 : 0.6	-2	-1	-6	9	15	27	93	-6	0.8
CCN(CC)c1ccc(C=Nc2ccccc2C)c(O)c1
 : 0.0	-1	0	-2	-4	-5	-7	102	2	-0.7
Cc1ccc(S(=O)(=O)c2c(C)cc(C)nc2N2CCCC2)cc1
 : 0.3	-2	-7	-1	2	-4	-10	102	3	-0.7

(cont.)
Sequence of screens – aDG glyco act	m5-HT2A agonist	Vif inh	CaV13 ICDI inh	PDI inh	H9c2 protect	Granule exo inh	ABCB6 inh MLPCN	Glyco luc inh	hiPSC survival
CC/C=C\[C@H](O)[C@H](O)C1=C(C)C(=O)[C@]2(O1)C(=O)N[C@@](OC)(C(=O)c1ccccc1)C2O (some centres undefined)
 : 0.0	-5	-4	.	.	-1	0	100	-6	-0.9
CCOC(=O)c1sc2nc(CC(=O)OC)nc(NCCN3CCOCC3)c2c1C
 : -0.2	-11	1	.	-62	-1	0	103	2	3.4
CCCc1n[nH]c2c1/C(=N\OCC)CC(C)(C)C2
 : -0.1	-3	-3	-20	1	2	-15	99	-1	-0.5
CCN=C1SC(CC(=O)Nc2ccc(N3CCOCC3)cc2)C(=O)N1CC (centres undefined)
 : 0.5	2	-3	.	-4	5	5	95	-1	1.0
FC(F)(F)c1nnc2ccc(NCn3nnc4ccccc43)nn12
 : -0.1	-5	0	.	0	15	1	159	5	7.7
O=C(Cn1c(=O)c2c(ncn2Cc2ccccc2)n(Cc2ccccc2)c1=O)N1CCCC1
 : -0.5	1	-5	-3	2	0	6	100	-1	-2.5
O=C(NC(NNc1ccc([N+](=O)[O-])cc1)(C(F)(F)F)C(F)(F)F)c1ccc(Cl)cc1
 : -0.1	-5	.	-4	-6	-37	-2	92	.	12
O=C(Cn1ccc(NC(=O)OCc2ccccc2)nc1=O)NCCN1CCOCC1
 : -0.1	0	-2	-8	-4	5	-32	90	0	-2.5
C/C(=N\Nc1ccc([N+](=O)[O-])cc1)c1cc2ccccc2o1
 : -0.1	-9	?	-16	-7	-16	19	144	-3	0.4
Cc1nnc(-c2cccc(Br)c2)c2cn(-c3ccccc3)nc12
 : 0.1	5	-7	-3	1	18	-4	149	4	-1.1
Cc1c(NC(=O)CSc2nnc(C(C)Oc3ccc(Cl)cc3)n2-c2ccccc2)c(=O)n(-c2ccccc2)n1C (centres undefined)
 : 0.1	-6	0	-3	6	-5	4	108	-2	1.1
COc1ccc(CCNC(=O)COC(=O)c2cc(S(=O)(=O)N3CCOCC3)ccc2C)cc1OC
 : 0.2	0	23	-5	1	0	-2	94	-2	-1.0
CCOc1ccc2nc(/N=C/c3nc(-c4ccc(Br)cc4)oc3O)sc2c1
 : -0.1	6	8	-5	2	1	5	104	3	-0.9
CS(=O)(=O)N1N=C(c2cccs2)CC1c1ccc(Cl)o1 (centres undefined)
 : 0.5	0	2	3	-10	11	0	105	0	1.5
CCOC(=O)C(Oc1ccc(=O)[nH]n1)C(C)=O (centres undefined)
 : 0.0	4	?	.	-5	-5	6	95	4	6.9
CCCc1cc(=O)oc2c(C)c(OCc3nn[nH]n3)ccc12
 : 0.0	1	-4	-20	1	3	-3	108	3	-0.3
Cc1c(C)c2ccc(Oc3ccc([N+](=O)[O-])cc3C(F)(F)F)c(C)c2oc1=O
 : -0.3	3	1	.	7	1	-5	95	0	1.7
O=C(c1n[nH]c(=O)c2ccccc12)N1CCN(c2ccccc2Cl)CC1
 : 0.0	-7	-7	-4	5	24	-1	99	4	1.4
NC(=O)CSc1nnc(-c2ccc(O)cc2)n1Cc1ccco1
 : 0.0	-2	22	-4	0	-1	-4	95	0	-1.9
CCCC1c2ccc(C)n2CCN1C(=O)Nc1ccc(F)cc1 (centres undefined)
 : 0.3	-2	-4	.	8	-9	-7	127	-1	5.4

Next section.
Sequence of screens – aDG glyco act	m5-HT2A agonist	Vif inh	CaV13 ICDI inh	PDI inh	H9c2 protect	Granule exo inh	ABCB6 inh MLPCN	Glyco luc inh	hiPSC survival
CCc1c(C2(O)CCCCC2)[nH]c2ccc(C(=O)OC)cc12
 : 0.0	1	1	-13	-1	-6	0	102	2	6.7
CN1CC(=O)N(CC(=O)Nc2ccc(OCc3ccccc3)cc2)C1=O
 : -0.4	2	-4	-2	26	-6	6	96	-3	1.4
COc1ccc(-n2c(SCC(=O)Nc3nccs3)nc3c(c2=O)SCC3)cc1
 : 0.0	4	0	-5	-2	2	2	98	1	0.4
COc1ccc(C2C(C#N)=C(N)OC3=C2C(=O)CC(C)(C)C3)cc1OC (centres undefined)
 : -0.1	1	-3	-4	0	-2	-9	91	3	0.4
O=C(O)C[C@H]1c2ccccc2S(=O)(=O)N1c1ccccc1
 : 0.1	-4	-6	-13	1	-1	5	98	2	5.9
CCOC(=O)C1CCN(S(=O)(=O)c2ccc3c(c2)N(C)C(=O)CC(=O)N3C)CC1
 : -0.1	1	0	-7	13	-2	1	98	-1	-0.1
CC(C)CC(NC(N)=O)C(=O)NCc1ccccc1Cl (centres undefined)
 : -0.2	-6	2	-5	-5	-4	1	120	-2	-2.8
COc1ccc2oc(C(=O)OC(C)C(=O)N(C)c3ccccc3)c(C)c2c1 (centres undefined)
 : 0.0	-4	.	-6	3	-5	6	103	-1	1.7
O=C(O)c1cc2ccc3ccccc3c2oc1=O
 : 0.0	0	.	.	-2	-7	-7	98	-1	-2.6
CC(C)(C)N(Cc1ccccc1)C(=O)c1ccc(Cl)cc1[N+](=O)[O-]
 : -0.1	3	-2	8	-3	1	1	101	-2	-1.4
COC(=O)[C@H]1[C@H]2C[C@@H]3c4[nH]c5cc(OC)ccc5c4CCN3C[C@H]2C[C@@H](OC(=O)c2ccc(N)cc2)[C@@H]1OC
 : -0.2	-1	7	-2	3	2	3	115	-2	-0.6
CCOC(=O)Cc1csc(NC(=O)CSc2nnc(-c3ccc(OC)cc3)n2C)n1
 : 0.0	0	-7	-5	10	0	0	93	0	0.8
COC(=O)c1cc2oc(C)cc2n1CC(=O)N1CCCc2ccccc21
 : -0.1	1	-3	-9	-2	-2	-1	94	-1	2.7
O=S(=O)(/N=C(\[O-])C[n+]1ccccc1)c1ccc(Cl)cc1
 : 0.2	-1	3	-2	-3	-1	-9	96	-1	-0.5
CCN=C1S/C(=C\c2ccc(N3CCOCC3)cc2C)C(=O)N1CC
 : -0.2	3	9	-20	-7	0	-8	91	22	-0.8
O=[N+]([O-])c1ccc2c(OCc3nnc(-c4ccccc4Br)o3)ncnc2c1
 : 0.1	-3	-4	2	-2	7	5	94	4	-0.3
O=Cc1ccc(OCC(=O)N2CCOCC2)cc1
 : 0.2	-4	2	6	-2	-1	10	99	1	-0.2
NC(=O)c1ncc(C(F)(F)F)cc1Oc1cccc(C(F)(F)F)c1
 : -0.1	1	4	.	12	-5	-2	95	0	0.1
Cc1ccccc1S(=O)(=O)N(CC(O)CN1C(=O)NC(C)(C)C1=O)c1ccccc1 (centres undefined)
 : -0.2	-3	2	-6	-2	6	0	95	1	-0.5
